# influenza NS1A = H1N1 influenza NS1A inhibitors, functional cell based assay (AID 504329). inhibition, % at 12.5 µM, or IC50 in µM where a hit was titrated. NS1A functional cell-based assay, percent inhibition; higher % means a stronger effect. 340,000 compounds, 0.3% hits; in the data active = a potency from the dose series; inconclusive = inhibition above about 27% without an active follow-up result; also: strong numbers were not always called active
# inhibitors of VEEV = inhibitors of VEEV TC-83 cytopathic effect, confirmation, Vero cells (AID 588727). Vero cells, VEEV TC-83 cytopathic effect inhibition; higher % means a stronger effect. 350,000 compounds, 0.13% hits. inhibition, % at 20 µM; hits with a dose series show IC50 in µM; in the data active = a potency from the dose series; inconclusive = inhibition mostly from about 14% at the one dose, without a potency; inactive = the rest, 99 in 100 with inhibition below about 12%; also: strong numbers were not always called active
# tuberculosis growth = growth inhibition of non-replicating M. tuberculosis (AID 488890); Mycobacterium tuberculosis non-replicating, growth inhibition; higher % means a stronger effect; 320,000 compounds, 0.39% hits; inhibition, % at 25 µM; hits with a dose series show IC50 in µM; in the data active = a potency from the dose series; inconclusive = inhibition mostly from about 82% at the one dose, without a potency; inactive = the rest, 99 in 100 with inhibition below about 76%;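 also: plate controls were DMSO cells for no effect and high antibiotic wells for full effect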
# PhoP GFP inhibition = Inhibition of PhoP regulon, Salmonella typhi GFP reporter cells, confirmation, 4 h (AID 1850) | inhibition, % at 50 µM, or IC50 in µM where a hit was titrated | Salmonella Typhi PhoP-promoter GFP reporter, fluorescence, 4 h; higher % means a stronger effect | 310,000 compounds, 0.33% hits; in the data active = a potency from the dose series; inconclusive = inhibition mostly from about 25% at the one dose, without a potency; inactive = the rest, 99 in 100 with inhibition below about 19%;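 also: 0% = induced wells with vehicle and 100% = uninduced wells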
# H37Rv inhibition = M. tuberculosis growth inhibition, HTS (AID 449762) | M. tuberculosis H37Rv growth inhibition, 7H9 media; higher % means a stronger effect | 330,000 compounds, 0.59% hits | one-dose inhibition, % at 25 µM; IC50 in µM for titrated hits; in the data active = a potency from the dose series; inconclusive = inhibition above about 70% without an active follow-up result;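 also: bacterial growth assessed after seven days of incubation; strong numbers were not always called active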
# Starred values were filed as active, the others as inactive; i = inactive; ? = inconclusive; . = not tested or not shown.
SMILES,influenza NS1A,inhibitors of VEEV,tuberculosis growth,PhoP GFP inhibition,H37Rv inhibition
CCC1=NN(C(=O)CCc2ccc3c(c2)OCO3)C(O)(C(F)(F)F)C1 (centres undefined),-2.3%,0.5%,59.5%,-5.3%,5.1%
O=C(/C=C/c1ccccc1)NC(NC(=S)Nc1ccc(Cl)cc1)C(Cl)(Cl)Cl (centres undefined),-0.5%,6.3%,16.1%,5.5%,-7.2%
Cc1cc(N2CCN(c3ccc([N+](=O)[O-])c4cccnc34)CC2)c2ccccc2n1,-5.6%,i,32.2%,-28.2%,-7.9%
CCOC(=O)c1cn(C2CC2)c2c(F)c(F)c(F)cc2c1=O,-8.5%,0.6%,.,5.5%,-2.3%
Nc1ncc2[nH]c(N)nc2n1,2.4%,2.0%,.,.,.
Cn1c(CSc2nc3ccccc3n2C)nc2ccccc21,2.2%,6.4%,-5.5%,8.9%,3.9%
CCC(Oc1ccccc1)C(=O)Nc1ccccc1N1CCCC1 (centres undefined),-53.6%,3.8%,17.6%,7.7%,?
c1ccc(-c2cnnc(-c3ccccn3)n2)cc1,12.9µM*,2.2%,35.5%,2.4%,2.2%
Cc1cccc(N2CCN(C(=S)Nc3ccc4nc(N5CCOCC5)cc(C)c4c3)CC2C)c1 (centres undefined),16.7%,2.7%,50.6%,-2.3%,?
COc1ccc(OC)c(C(=O)Cn2cnc3ccccc3c2=O)c1,-4.3%,3.5%,4.8%,-3.0%,8.6%
CCC(=O)N(Cc1cc(=O)[nH]c2ccccc12)c1ccccc1OC,20.1%,i,3.6%,13.6%,2.4%
COc1cccc(NC(=O)C2CCCCC2)c1,4.5%,3.5%,13.1%,-6.5%,-0.2%
CC(C)(C)c1ccc(C(=O)Nc2ccc([N+](=O)[O-])cn2)cc1,10.5%,i,33.2%,-10.6%,6.8%
CCOc1cc(-c2nc3ccccc3s2)ccc1O,-20.2%,4.6%,27.4%,-1.9%,?
COc1ccc2ccccc2c1CNC(C)CCc1ccccc1 (centres undefined),-4.2%,13.2%,78.2%,-5.6%,16.1%

# Among those listed so far, 2 have a nitro group on carbon.
SMILES,influenza NS1A,inhibitors of VEEV,tuberculosis growth,PhoP GFP inhibition,H37Rv inhibition
Cc1cc(N2CCN(c3ccc([N+](=O)[O-])c4cccnc34)CC2)c2ccccc2n1,-5.6%,i,32.2%,-28.2%,-7.9%
CC(C)(C)c1ccc(C(=O)Nc2ccc([N+](=O)[O-])cn2)cc1,10.5%,i,33.2%,-10.6%,6.8%

# Three records picked at random from those above:
SMILES,influenza NS1A,inhibitors of VEEV,tuberculosis growth,PhoP GFP inhibition,H37Rv inhibition
CCOC(=O)c1cn(C2CC2)c2c(F)c(F)c(F)cc2c1=O,-8.5%,0.6%,.,5.5%,-2.3%
Nc1ncc2[nH]c(N)nc2n1,2.4%,2.0%,.,.,.
CCOc1cc(-c2nc3ccccc3s2)ccc1O,-20.2%,4.6%,27.4%,-1.9%,?

# New compounds follow:
SMILES,influenza NS1A,inhibitors of VEEV,tuberculosis growth,PhoP GFP inhibition,H37Rv inhibition
CCOc1cc2c(C#N)c(N3CCCC3)nc(N)c2c(N)n1,-8.2%,7.8%,-11.2%,-9.3%,-9.4%
O=C(C1=C(O)C(=O)N(CCN2CCOCC2)C1c1ccc(Cl)cc1)c1cc2ccccc2o1 (centres undefined),-9.1%,0.9%,46.4%,8.0%,-1.0%
CN(C)CCOC(=O)c1ccc2c(c1)S(=O)(=O)c1ccccc1C2=O,-9.8%,i,6.6%,13.4%,-4.7%
CCN1CCN(c2nc3c(c(=O)n(C)c(=O)n3C)n2CCSc2ncccn2)CC1,-6.5%,2.1%,4.2%,-2.7%,2.1%
O=c1[nH]c2cc3c(cc2cc1CN(CCCO)Cc1nnnn1Cc1ccc(F)cc1)OCO3,-2.8%,1.1%,7.1%,-16.4%,-2.3%
CCCCCCC12CCC(C(=O)O)(CC1)CC2,.,.,78.6%,-5.4%,1.8%
COc1ccc(CC2(CO)CCN(Cc3ccc4nsnc4c3)CC2)cc1,3.0%,0.6%,4.0%,-10.1%,-8.7%
COc1ccc(NC(=O)CC2C(=O)N(Cc3ccccc3)C(=S)N2CCN2CCOCC2)cc1 (centres undefined),-0.4%,1.1%,11.8%,-1.7%,1.4%
COc1ccc(C2=NN(CC(=O)Nc3ccccc3C)C(=O)CC2)cc1,-32.8%,0.5%,19.5%,3.4%,-1.0%
CC[n+]1c(SC)ccc2cc(OC)ccc21,-5.2%,0.7%,30.7%,-4.3%,0.9%
CCCNC(=O)CNC(=S)N(Cc1cc(OC)c(OC)c(OC)c1)C1CCCC1,4.6%,i,-15.8%,-0.9%,1.7%
O=C(Nc1cccc(-c2ccc(F)cc2)c1)C1CCCN(C(=O)c2cscn2)C1 (centres undefined),-3.0%,i,19.1%,-5.8%,1.7%
CC(C)c1ccc(N2C(=O)C3C4C=CC(CC4)C3C2=O)cc1 (centres undefined),-1.3%,0.9%,11.9%,-8.3%,4.0%
Cn1cccc1/C=N/NC(=O)Cn1cnc2ccccc21,-4.3%,3.3%,-17.1%,12.1%,8.8%
Clc1ccc2c(SCC3CO3)c3ccccc3nc2c1 (centres undefined),-10.4%,i,.,.,.
O=C(OCc1c(Cl)cccc1Cl)c1cccnc1,-38.8%,0.4%,57.0%,3.6%,-6.4%
COc1ccc(S(=O)(=O)N2CN3CCN(C3)C2)cc1OC,-1.6%,0.4%,15.0%,0.5%,0.3%
COc1ccc(C(C(=O)NC2CCCC2)N(Cc2ccccc2)C(=O)CNC(=O)c2ccco2)cc1 (centres undefined),-14.3%,i,13.4%,7.3%,-2.1%
S=C1NC[C@H](c2ccccc2)N1CC1CCCCC1,13.6%,i,15.5%,1.8%,-2.2%
Nc1cc(OC(=O)c2ccc(F)cc2)nn1S(=O)(=O)c1ccc(F)cc1,3.3%,0.7%,-4.0%,6.7%,-5.8%
Nc1ccccc1OCCOCCOCCOc1ccccc1N,2.1%,0.4%,20.9%,-4.4%,-2.7%
C=CCNC(=S)N1CCN(CCN=CC2=C(O)CC(c3ccco3)CC2=O)CC1 (centres undefined),1.4%,i,-7.7%,-7.9%,-6.2%
Cc1ccc(C)c(OCCC(=O)Nc2cccc(S(=O)(=O)NC3=NCCCCC3)c2)c1,13.1%,4.6%,21.6%,.,-0.5%
O=C(NCc1ccccc1)NC(=O)c1ccccc1,-1.5%,1.7%,5.8%,10.0%,4.8%
Cc1cc(NC(=O)c2ccc(Cl)c([N+](=O)[O-])c2)no1,.,0.5%,-11.9%,-0.7%,-6.1%
CC(C)(C)c1ccc(CNc2cc(N3CCOCC3)ccc2[N+](=O)[O-])cc1,7.1%,3.3%,9.5%,-2.4%,20.7%
COc1ccc(NC(=S)Nc2ccc3cn[nH]c3c2)cc1,-1.3%,1.1%,78.8%,19.1%,-6.3%
Cc1ccc(N2C(=O)C3C4C=CC(CC4)C3C2=O)cc1[N+](=O)[O-] (centres undefined),-0.2%,1.1%,-5.1%,-0.5%,0.8%
COC(=O)c1nn(-c2ccccc2)c(=O)cc1O,8.0%,1.2%,-7.7%,-2.3%,-10.1%
CCCOC(=O)c1ccccc1C(=O)OCCC,-10.6%,i,-0.8%,.,1.8%
O=C(N1CCN(c2ccccc2)CC1)C12CC3CC(CC(C3)C1)C2,3.3%,i,35.8%,-4.3%,-1.0%
CN(C1CCCCC1)S(=O)(=O)Cc1ccccc1,-0.6%,0.8%,.,3.0%,.
Cc1ccccc1NC(=S)NCCC(c1ccccc1)c1ccccc1,-1.9%,4.3%,67.9%,1.4%,-12.7%
Cc1ccc(Cn2c(SCC(=O)N/N=C/c3ccc(C)o3)nc3ccccc32)cc1,2.8%,1.4%,0.0%,-9.3%,-5.1%
O=C1CSC(=S)N1c1ccc(F)cc1,.,.,-7.5%,-6.1%,-2.6%
COC(=O)Cn1c(=NC(=O)c2ccc(S(=O)(=O)N3CCc4ccccc4C3)cc2)sc2cc(OC)ccc21,2.0%,2.1%,4.8%,-11.7%,-1.4%
COc1cccc(C2/C(=C(/O)c3cnn(-c4ccccc4)c3C)C(=O)C(=O)N2CCN(C)C)c1 (centres undefined),-1.3%,0.0%,-6.6%,3.0%,-5.2%
O=c1c2cc(Br)ccc2[nH]c(=S)n1Cc1cccnc1,17.1%,0.9%,45.8%,-5.0%,?
COC(=O)c1ccccc1NC(=O)CN1CCC(n2nnc3cc(C(F)(F)F)ccc32)CC1,3.9%,1.1%,-5.9%,0.5%,0.7%
Nc1ccc2c(c1)C(=O)c1ccccc1-2,-9.5%,6.8%,.,-14.4%,?
O=C(CSc1nnnn1-c1ccc2c(c1)OCCO2)N1CCc2ccccc21,-0.9%,0.6%,5.7%,-13.6%,5.2%
Brc1cnc2nc(SCc3nc4ccccc4[nH]3)[nH]c2c1,.,i,?,5.5%,35.1%
CC(C)NS(=O)(=O)c1ccc(CCC(=O)N2CCOCC2)cc1,-14.1%,1.6%,-22.7%,-19.3%,-6.7%
COc1cccc(CSCC(=O)NCCc2ccccc2)c1OC,-0.6%,i,-1.9%,1.8%,0.1%
CN(C)S(=O)(=O)Oc1ccccc1C(=O)Nc1ccccc1Cl,4.8%,i,25.9%,-4.6%,8.0%
Cc1ccc(C(=O)NCCNc2nc3cc(C)c(C)cc3cc2C)cc1,-7.4%,1.1%,23.3%,-3.3%,6.3%
O=C(O)c1cccc(S(=O)(=O)Nc2cccc(S(=O)(=O)Nc3ccc(Br)cc3)c2)c1,-2.4%,2.8%,.,.,.
O=C(Nc1ccc(Nc2ccccc2)cc1)C1CC1,0.7%,2.1%,45.7%,16.7%,0.7%
O=C(COC(=O)c1ccc([N+](=O)[O-])s1)NC(c1ccccc1)c1ccccc1,-2.4%,i,?,6.1%,4.2%
O=C1OC(Cc2ccccn2)C(O)=C1C1=NCCCN1 (centres undefined),1.8%,0.6%,-15.3%,-6.4%,-5.7%
Cc1ccc(S(=O)(=O)Nc2ccc(Cl)cc2C(=O)c2ccccc2)cc1,-5.5%,0.5%,31.9%,5.4%,0.3%
Cc1nc(OCc2c(C)noc2C)c2ccccc2n1,-4.8%,0.4%,.,0.3%,-3.0%
CN(C)CCNC(=S)NC1CCCCC1,-5.5%,0.9%,-1.2%,0.2%,-6.6%
Cn1c(=O)n(CCCOc2ccc(Br)cc2)c2ccccc21,-1.9%,6.9%,19.4%,-0.7%,5.4%
CC(C)CSC1=NSC2=NC(=O)/C(=C\c3coc4ccccc4c3=O)C(=N)N12,-11.8%,0.8%,-0.6%,5.6%,3.4%
CCCCN(CC)S(=O)(=O)c1ccc(C(=O)Nc2nnc(CSC)o2)cc1,-1.9%,4.8%,?,-1.6%,35.1%
CC(C)=CC(=O)Nc1ccc(S(=O)(=O)Nc2onc(C)c2C)cc1,-4.4%,4.3%,-7.2%,-3.2%,-2.8%
O=c1[nH][nH]cc1C=Nc1ccc(Cl)cc1Cl,3.0%,0.5%,5.8%,-5.7%,2.1%
Cc1cc(C)c2c(c1)SC1=NC(c3ccccc3)(C(F)(F)F)NC(=O)N12 (centres undefined),-10.5%,1.3%,46.5%,-6.4%,-9.9%
Cc1ccc(N2CC(=O)N(NC(=O)Nc3ccc(Cl)c(Cl)c3)CC2=O)cc1,0.6%,0.1%,-5.9%,8.4%,-1.6%

# Two of the compounds above, tab-delimited.
molecule	influenza NS1A	inhibitors of VEEV	tuberculosis growth	PhoP GFP inhibition	H37Rv inhibition
O=c1[nH][nH]cc1C=Nc1ccc(Cl)cc1Cl	3.0%	0.5%	5.8%	-5.7%	2.1%
Cc1ccc(S(=O)(=O)Nc2ccc(Cl)cc2C(=O)c2ccccc2)cc1	-5.5%	0.5%	31.9%	5.4%	0.3%

# The list goes on.
SMILES,influenza NS1A,inhibitors of VEEV,tuberculosis growth,PhoP GFP inhibition,H37Rv inhibition
CC1(C)CC(N2CCC(=O)NC2=S)CC(C)(C)N1,14.7%,i,-5.9%,4.3%,3.9%
O=C1C2C3C=CC(C3)C2C(=O)N1c1n[nH]c(CCc2ccccc2)n1 (centres undefined),0.4%,0.5%,-8.8%,-1.8%,-9.4%
O=C(/C=C/c1ccc(Cl)cc1)NC(=S)Nc1ccccc1C(=O)O,13.5%,i,?,16.9%,10.3%
O=C(/C=C/c1cccc([N+](=O)[O-])c1)OCC(=O)N1CCN(C(=O)c2ccco2)CC1,-4.4%,i,11.1%,.,3.1%
c1ccc2c(c1)Oc1ccccc1S2,-2.9%,i,-7.7%,.,-8.9%
Cn1c(=O)c2c(SCC(=O)Nc3ccccc3F)nc(-c3ccccc3F)nc2n(C)c1=O,-0.2%,0.8%,3.6%,-1.5%,-0.2%
CN(C)S(=O)(=O)c1ccc(N2CCCC2)c(C(=O)NC2(C)CCS(=O)(=O)C2)c1 (centres undefined),-13.4%,0.5%,-4.2%,0.3%,-7.3%

# Screening results as filed in PubChem.
